# AmpC inh detg – AmpC beta-lactamase inhibition with detergent present; P00811; AmpC hydrolysis of nitrocefin, absorbance 480 nm, 0.01% Triton; Potency, µM (titrated, usually from 114 µM), without a hit: at the highest dose activity change, negative = inhibition, actives largely listed as inhibitors; 0.041% of 370,000 active; AID 485294;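 note: potency is the fitted concentration of half-maximal effect; 0% = no-compound wells and -100% = no-enzyme wells; nearly all actives have a fitted effect of over 25% in size; some results filed as inactive show a strong effect at the top dose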
# Target sequence (P00811 whole entry, looked up): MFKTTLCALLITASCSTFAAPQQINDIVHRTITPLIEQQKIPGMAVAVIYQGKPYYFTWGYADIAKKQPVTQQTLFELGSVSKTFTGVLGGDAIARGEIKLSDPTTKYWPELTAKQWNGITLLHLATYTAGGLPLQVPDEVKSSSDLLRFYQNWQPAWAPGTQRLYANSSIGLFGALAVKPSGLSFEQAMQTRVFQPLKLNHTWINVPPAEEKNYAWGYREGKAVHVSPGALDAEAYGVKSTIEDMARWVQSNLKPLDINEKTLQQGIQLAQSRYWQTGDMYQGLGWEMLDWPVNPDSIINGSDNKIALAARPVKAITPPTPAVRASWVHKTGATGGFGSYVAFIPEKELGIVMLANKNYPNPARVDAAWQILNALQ
#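 20 mM phosphate pH 7.0 + 0.01% (detergent screen) or 0.0001% Triton X-100; 5.3 nM AmpC reagent; cpd preinc 15 min RT; nitrocefin (800 uM stock) to start; A480 q20 s × 4 min; Activity was normalised to no-enzyme and no-compound control wells.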
# FBPA Giardia inh – blocks Giardia fructose-bisphosphate aldolase activity; A8B2U2; purified Giardia FBPA; Potency, µM (highest dose often 59.6 µM), inactives show at the top dose activity, negative = inhibition, usual class: inhibitors; 0.71% of 290,000 active; AID 2451; note: potency is the fitted concentration of half-maximal effect; nearly all actives have a fitted effect of over 55% in size
# Target sequence (A8B2U2 whole entry, looked up): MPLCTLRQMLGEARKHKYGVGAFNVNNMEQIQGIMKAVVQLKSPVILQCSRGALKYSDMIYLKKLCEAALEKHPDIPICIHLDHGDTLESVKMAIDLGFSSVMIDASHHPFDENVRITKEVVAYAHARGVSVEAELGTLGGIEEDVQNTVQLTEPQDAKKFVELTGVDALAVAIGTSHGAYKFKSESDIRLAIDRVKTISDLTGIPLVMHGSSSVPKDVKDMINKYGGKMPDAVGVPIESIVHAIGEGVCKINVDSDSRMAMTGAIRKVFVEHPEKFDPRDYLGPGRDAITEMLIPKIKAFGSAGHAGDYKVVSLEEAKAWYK
#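 40 nM FBPA preincubated 10 min at RT with compound (up to 57.5 uM final), then substrate plus GAPDH/TPI/NAD/arsenate coupling and diaphorase/resazurin added. Fluorescence read after 20 min at RT, 525/598 nm.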
# Sm TGR inh – blocks Schistosoma mansoni thioredoxin glutathione reductase; purified TGR, DTNB reduction, TNB absorbance 405 nm; 3% of 360,000 active; Potency, µM (doses to about 114 µM), without a hit: at the highest dose activity change, negative = inhibition, hits mostly inhibitors; note: potency is the fitted concentration of half-maximal effect; nearly all actives have a fitted effect of over 60% in size
#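 TGR 20 nM + NADPH 100 uM (dispensed conc.), cpd preinc 15 min RT; start with NADPH (500 uM addition) then DTNB (15 mM addition). Kinetic TNB absorbance, 405 nm filter. Four-parameter Hill fit across titration.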
# HCMV antiviral – inhibitors of human cytomegalovirus. HFF cells, HCMV-luciferase reporter, 72 h; hits give low values. activity change, negative = inhibition, % at 57.5 µM. 4.5% of 410,000 active; in the data active = activity change below about -60%; inconclusive = no clear call, values can overlap the other calls; inactive = above about -39%
#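 Human foreskin fibroblasts infected with luciferase-reporter HCMV at MOI 1 PFU/cell, compounds at two doses. Luciferase measured 72 h post infection; normalized to buffer-only basal and Salinomycin (10uM) controls.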
# AMA1-RON2 inh – disrupts binding of P. falciparum AMA1 to RON2; AlphaScreen AMA1-biotinylated RON2 peptide binding; Potency, µM (series often up to 58.2 µM), for the others: at the top dose activity change, negative = inhibition, most hits filed as inhibitors; 0.2% of 360,000 active; AID 720542;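 note: potency is the fitted concentration of half-maximal effect; 0% = vehicle wells and -100% = peptide control; nearly all actives have a fitted effect of over 45% in size; some results filed as inactive show a strong effect at the top dose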
#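 AMA1 (3D7) with his tag at 25 nM final met compounds first, then biotinylated RON2 peptide at 25 nM; detection used donor plus acceptor beads, 10 µg/mL apiece, read by AlphaScreen after 30 min at room temperature.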
# AmpC no deterg – AmpC beta-lactamase inhibition without detergent | 0.52% of 330,000 active | AmpC nitrocefin hydrolysis, absorbance 480 nm, 0.0001% Triton | Potency, µM (doses to about 57.1 µM), inactives show at the top dose activity change, negative = inhibition, most hits filed as inhibitors | P00811 | AID 485341;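 note: potency is the fitted concentration of half-maximal effect; plate controls were no compound for no effect and no enzyme for full effect; nearly all actives have a fitted effect of over 20% in size; some results filed as inactive show a strong effect at the top dose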
#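 AmpC (5.3 nM in the dispensed reagent) in 20 mM phosphate pH 7.0 with 0.01% (detergent screen) or 0.0001% Triton X-100 was preincubated with compounds for 15 min at room temperature. Nitrocefin was then added from an 800 uM solution, and hydrolysis was followed at 480 nm.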
# * marks the source's active call; other numbers are inactive results; ? = inconclusive; · = no result given; & = joins results of further samples; [ ] = remark or other dose. Unless noted, calls come from the whole dose curve; as a rule, active = well fitted curve in the direction sought with a large enough effect; inconclusive = small, poorly fitted or top-dose-only effect, or another doubt; inactive = no such curve, though single readings can be large; an effect the other way counts as inactive or inconclusive. Unless noted, % is set by controls: 0 for no effect and ±100 for the full control effect. Not a hit list; overall some 7.8% were active at least once.
SMILES,AmpC inh detg,FBPA Giardia inh,Sm TGR inh,HCMV antiviral,AMA1-RON2 inh,AmpC no deterg
Cc1ccsc1C(=O)C1CCCN(Cc2ccc(-n3cccn3)cc2)C1 (centres undefined),2%,-6%,10%,0,0%,28%
Cc1ccc(C2=Nc3ccccc3NC(C)(c3ccc(C)o3)C2)o1 (centres undefined),0%,-12%,35µM*,123,-1%,-15%
CCN(C(=O)COC(=O)c1cc(OC)ccc1Br)C1CCS(=O)(=O)C1 (centres undefined),·,·,·,-12,0%,18%
COc1ccc(S(=O)(=O)N(CC(=O)NCCSc2ccccc2)c2ccc(Cl)cc2)cc1,-1%,·,8%,-16,·,·
O=C(Nc1ccccc1)OCCCCCOC(=O)Nc1ccccc1,?,9%,-3%,2,3%,-6%
COC(=O)c1ccc(-c2ccc(C(c3c(C)[nH][nH]c3=O)c3c(C)[nH][nH]c3=O)o2)cc1,?,4.5µM*,8.9µM*,?,-7%,-51%
O=C(CNCc1ccc(Cl)cc1)Nc1ccc(C(=O)N2CCCCCC2)cc1,-1%,?,-16%,9,3%,90%[activator]
COc1ccccc1CNC(=O)c1ccc(NC2=NC3CS(=O)(=O)CC3S2)cc1 (centres undefined),1%,·,6%,-17,2%,-24%
COC(=O)CS(=O)(=O)c1cccc2cccnc12,4%,0%,·,-15,-2%,-15%
Cc1ccc(NC(=O)C(=O)NCC(c2ccc3c(c2)OCO3)N2CCN(c3ccccc3)CC2)cc1 (centres undefined),1%,·,3%,-4,·,·
Cc1onc(-c2c(Cl)cccc2Cl)c1NC(=O)NN(C)c1ccc([N+](=O)[O-])cn1,3%,4%,1%,?,4%,-4%
COCCn1cnnc1SCC(=O)c1ccc(S(=O)(=O)N2CCCC2)cc1,-7%,-13%,7%[11.4 µM],26,0%,8%
Cc1ccc(NC(=O)CSc2nccn2Cc2ccco2)cc1Cl,2%,·,-10%,-37,·,·
Cc1ccccc1NC(=O)CSc1cn(CC(=O)N(C(C)C)C(C)C)c2ccccc12,7%,·,1%,?,·,·
Cc1cc(C)n(-c2ccc(C(=O)N3CC(C)OC(C)C3)cc2)n1 (centres undefined),2%,3%,23%,-24,0%,-22%
O=C(CSc1nccc(=O)[nH]1)Nc1ccc2ccccc2c1,·,·,·,-6,-3%,-29%
CCOc1ncccc1C(=O)OCC(=O)NC1CC1,?,2%,7%,-8,13%,-7%[11.4 µM]
COc1cc(C(=O)NNC(=O)c2cc(C)[nH]n2)cc(OC)c1OC,-4%,-1%,·,-22,40%[activator],-9%
COc1ccc(S(=O)(=O)N2CCN(C(=O)c3cc(C)on3)CC2)cc1,1%,·,-11%,-12,13%,-12%
COc1ccc(C(CC(=O)Nc2ccc(Br)cn2)N2Cc3ccccc3C2=O)cc1 (centres undefined),26%,·,3%,?,·,·
Cc1ccc(S(=O)(=O)N(Cc2nccn2C)C(C)C)cc1,-9%,-15%,8%,-9,-7%,-4%
Cc1ccc(C)c(Cn2c3ccccc3c3cnn(CC(=O)NC(C)c4ccccc4)c(=O)c32)c1 (centres undefined),21%,·,-1%,-5,·,·
CC(C(=O)Nc1ccc(C#N)cc1)N(C)CC(=O)Nc1cccc(F)c1 (centres undefined),2%,-6%,-17%,-20,30%[activator],-23%
CCOc1ccc(CCNC(=O)c2ccccc2OCc2c(C)noc2C)cc1OCC,-12%,·,-12%,1,-7%,53%
Cc1cc(OCC(=O)O/N=C(\N)c2ccccc2)ccc1Cl,-4%,4%,-10%,-20,32%[activator],-18%
CCOCCCNC(=O)CCc1nnc2ccc(N3CCN(c4cccc(OC)c4)CC3)nn12,-4%,·,7%,?,·,·
CN(C)c1ccnc2c[cH-]cc12.[Fe].c1ccc(-[c-]2[c-](-c3ccccc3)[c-](-c3ccccc3)[c-](-c3ccccc3)[c-]2-c2ccccc2)cc1 (centres undefined),2%&4%,11%&-27%,-3%&1%,-5&-1,?,-32%&-26%
COc1ccccc1N1CCN(C(=O)CSc2ncnc3scc(-c4ccccc4)c23)CC1,-6%,-3%,5%,-33,-3%,96%[activator]
Cc1ccc(N(CCC#N)C(=O)CSc2ccc3c(c2)OCCO3)cc1,-5%,5%,-8%,1,-12%,12%
Nc1cccc2c1C(=O)N(CC(=O)NC13CC4CC(CC(C4)C1)C3)C2=O,-5%,4%,5%,-2,3%,-22%[11.4 µM]
O=C(Cc1ccc(Br)cc1)NCCc1ccc(Cl)cc1Cl,-6%,7%,2%,-34,-6%,-11%
COC(=O)CCc1ccc(O)cc1,-7%,11%,-10%,32,3%,-4%
COc1cccc(N/C(N)=N/c2nc(C)cc(=O)[nH]2)c1,-5%,1%,4%,·,34%[activator],-13%
C=CCN1C(=O)S/C(=C/c2ccc(Sc3nc4ccccc4[nH]3)o2)C1=O,-9%,-15%,-1%,-92*,-3%,-32%
CN1/C(=C\C(=O)c2ccco2)c2ccccc2CC1(C)C,-4%,-20%,0%,2,-1%,29%
CCCn1ccc(O)c(Cc2ccc(Cl)cc2)c1=O,0%,-4%,9%,0,-14%,-21%

# Copied from the list.
# Under AMA1-RON2 inh, CN1/C(=C\C(=O)c2ccco2)c2ccccc2CC1(C)C shows -1%
# Under AmpC no deterg, CCCn1ccc(O)c(Cc2ccc(Cl)cc2)c1=O shows -21%
# Under AMA1-RON2 inh, COc1ccccc1N1CCN(C(=O)CSc2ncnc3scc(-c4ccccc4)c23)CC1 shows -3%
# Under HCMV antiviral, O=C(Cc1ccc(Br)cc1)NCCc1ccc(Cl)cc1Cl shows -34

# New compounds follow.
SMILES,AmpC inh detg,FBPA Giardia inh,Sm TGR inh,HCMV antiviral,AMA1-RON2 inh,AmpC no deterg
CC(C)(C)c1ccc(/C=N/Nc2ccc(C(=O)O)cc2)cc1,-7%,11%,-1%,-76*,-1%[11.6 µM],-34%
CCC1CCC(C(=O)NC(C(=O)NCCN2CCOCC2)C(C)C)CC1 (centres undefined),-2%,-2%,83%[activator],-15,-1%,-5%
COc1ccc(/C=C(\C#N)C(=O)OCC(=O)Nc2c(C)cccc2C(C)C)cc1,-2%,-6%,7%,?,-11%,-14%
Oc1ccc(CN2CCCCC2)c2cccnc12,-1%,?,0%,-68*,-95%,-17%
CN1CCN(CC(=O)Nc2ccc([N+](=O)[O-])cc2Br)CC1,?,5%,-1%,70,-12%,-7%[2.29 µM]
CCOCCCNC(=O)c1ccc2c(=O)n(CCCOCC)c(=S)[nH]c2c1,-15%,-1%,0%,8,50%[activator],-17%
CCc1ccc(-c2nn(CC(=O)NC3CCCCC3)c3c2cnc2ccc(C)cc23)cc1,17%,·,6%,-5,·,·
CCNc1nc(NCC)nc(N/N=C/c2ccc(Br)cc2)n1,2%,4%,2%,?,37%[activator],-41%
O=C(/C=C/c1ccc(O)c(O)c1)c1ccccc1O,-3%,-27%,?,2,-16%,-33%
N#CC1=C(N)Oc2n[nH]c(-c3ccc(F)cc3)c2C1c1cccc(OC(=O)N2CCOCC2)c1 (centres undefined),?,-15%,-13%,10,18%,-25%
CC(=O)c1ccc(NC(=O)c2nc(-c3ccccc3)n(-c3ccc(C)cc3)n2)cc1,-3%,·,-5%,9,·,·
CCN(CC)C(=O)C(C)N(C#N)c1nc(SC)nc(N(C)C)n1 (centres undefined),4%,9%,1%,6,4%,-11%
COc1cc2c(cc1OC)C(c1cc3cc(C)ccc3[nH]c1=O)N(C(=O)c1ccco1)CC2 (centres undefined),-3%,7%,-8%,26,-8%,62%[activator]
CCC(=O)N(Cc1cc2cc(OC)ccc2[nH]c1=O)c1ccc(C)cc1C,?,10%,0%,27,-1%,-15%
CC(C)CCN1CCN(Cc2cc3ccccc3[nH]2)CC1CCO (centres undefined),?,5%,-4%,14,-3%,-8%
Cc1ccc(F)c(NC(=O)/C(C#N)=C(\O)c2ccc(C(C)(C)C)cc2)c1,?,-8%,-2%,-63*,-3%,-46%
COc1ccccc1NC(=O)N1CCc2[nH]c3ccc(Cl)cc3c2C1,-11%,-9%,7%,-18,-9%,67%[activator]
CC(C)(C)C1CCc2nc(NC(=O)Cc3cn4ccsc4n3)sc2C1 (centres undefined),-11%,4%,-13%,15,-13%,0%
CC/C(=N\NC(=S)Nc1ccccc1)c1c(O)[nH]c(=O)[nH]c1=O,-8%,?,?,-7,10%,-43%
CC1CCN(C(=O)c2cccc(S(=O)(=O)N3CCCc4ccccc43)c2)CC1,-17%,·,1%,-31,38%[activator],58%
COCCn1c(=S)[nH]c2cc(C(=O)NCCc3ccccc3)ccc2c1=O,3%,·,2%,-12,50%[activator],-24%
COc1cccc(-c2cccc(NC(=O)C3CCN(Cc4cccc(C)n4)CC3)c2)c1,3%,·,?,-30,5%,33%
COc1ccccc1NC(=O)C1CCCN(C(=O)Nc2ccc(F)cc2)C1 (centres undefined),0%,13%,5%,-12,-2%,-4%
CC(=O)c1cccc(NC(=O)Nc2cccs2)c1,3%,-16%,-34%,-31,0%,-47%

# An excerpt of these results, with two lines to a compound:
# Results follow in this order: AmpC inh detg, FBPA Giardia inh, Sm TGR inh, HCMV antiviral, AMA1-RON2 inh, AmpC no deterg
CC1CCN(C(=O)c2cccc(S(=O)(=O)N3CCCc4ccccc43)c2)CC1
 : -17%, ·, 1%, -31, 38%[activator], 58%
COCCn1c(=S)[nH]c2cc(C(=O)NCCc3ccccc3)ccc2c1=O
 : 3%, ·, 2%, -12, 50%[activator], -24%

# (more compounds)
SMILES,AmpC inh detg,FBPA Giardia inh,Sm TGR inh,HCMV antiviral,AMA1-RON2 inh,AmpC no deterg
COc1ccc(NC(=O)N2CCC(C(=O)c3ccc4c(c3)OCCO4)CC2)cc1,4%,16%,11%,-10,2%,-11%
Cc1cc(Cl)c(OCCCCNC(C)(C)C)c(Br)c1,?,-8%,0%,·,·,-5%
COc1ccc(-c2cc3ccc(O)c(CN4CCCCC4C)c3oc2=O)cc1OC (centres undefined),24%,·,2%,11,·,·
CC(Nc1cc(=O)n(C)c(=O)[nH]1)c1ccccc1 (centres undefined),-6%,?,-2%,-8,3%,-18%
O=c1n(-c2ccccc2)c(=O)n(Cc2ccccn2)n1Cc1ccccn1,-4%,4%,6%,-24,35%[activator],-18%
COc1ccc(NC(=O)CSc2ccc(-c3cccs3)nn2)cc1,16%,·,8%,14,·,·
CCOC(=O)CSc1nc(N)cc(=O)[nH]1,?,-1%,11%,1,0%,-8%
COc1ccc(CNC(=O)CCC(=O)N2CC(C)Oc3ccccc32)cc1 (centres undefined),-9%,4%,-9%,28,0%,1%
COc1ccc(C(=O)Nc2cnc3sc(C)nn3c2=O)cc1,-6%,8%,-1%,-1,0%,-14%
COc1ccc2cc3cc(C(=O)N4CCCCCC4)oc3nc2c1,-8%,8%,1%,·,-3%,9%
C[C@]12CC[C@@H]3c4ccc(O)c(O)c4CC[C@H]3[C@@H]1CC[C@@H]2O,-11%,13µM*,?,-91*,?,200%[activator]
CN(CC(=O)NC(=O)NC1CCCCC1)c1ccccc1,-1%,·,-22%,27,-3%,-47%
c1cncc(-c2nnc(SCc3nc4ccccc4[nH]3)o2)c1,-11%,?,4%,15,0%,-24%

# High-throughput results from PubChem.
